HTT ATP protect: Huntington cell model cytoprotection by ATP luminescence | PC12 HTT-Q103 induced, cytoprotection, ATP luminescence, 40 h | Potency, µM (series often up to 56.4 µM), without a hit: cytoprotection (ATP increase), most hits filed as activators | hit rate 0.14% among 230,000 | AID 1471;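 further: potency means the concentration at half of the fitted maximal effect; % of control where 0% means no effect; nearly all actives have a fitted effect of over 45% in size; toxic huntingtin expression switched on by the ecdysone agonist tebufenozide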
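Cells were plated at 1500 per well in phenol red-free DMEM with 5% equine and 5% calf serum. Tebufenozide (100 nM final) and compounds were added, then ATPlite reagent, and luminescence was read.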
SMN2 splice up: SMN2 splice variant enhancement; hit rate 2.8% among 210,000; AID 1458; HEK293 SMN2-luciferase splicing reporter, luminescence, 30-36 h; Potency, µM (series often up to 46.1 µM), for inactives: at the top dose activity change, positive = activation, most hits filed as activators; further: potency means the concentration at half of the fitted maximal effect; % of control where 0% means no effect; nearly all actives have a fitted effect of over 55% in size
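HEK293 cells carry an SMN2 […]–luciferase reporter in which exon 7 inclusion puts luciferase in frame. Cells were plated 10-12 h before compound addition, then incubated 30-36 h at 37C. ONE-Glo luminescence was read; sodium butyrate at 4.5 mM final served as control.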
CBFb-RUNX1 inh: inhibitors of human CBF-beta and RUNX1 interaction; 230,000 tested, under 10 active; Potency, µM (doses to about 59.8 µM), inactives show at the top dose activity, negative = inhibition, actives largely listed as inhibitors; Q01196+Q13951; AlphaScreen CBFb-His/RUNX1-biotin binding, biochemical; further: % of control where 0% means no effect
Target sequence (Q01196 whole entry, looked up): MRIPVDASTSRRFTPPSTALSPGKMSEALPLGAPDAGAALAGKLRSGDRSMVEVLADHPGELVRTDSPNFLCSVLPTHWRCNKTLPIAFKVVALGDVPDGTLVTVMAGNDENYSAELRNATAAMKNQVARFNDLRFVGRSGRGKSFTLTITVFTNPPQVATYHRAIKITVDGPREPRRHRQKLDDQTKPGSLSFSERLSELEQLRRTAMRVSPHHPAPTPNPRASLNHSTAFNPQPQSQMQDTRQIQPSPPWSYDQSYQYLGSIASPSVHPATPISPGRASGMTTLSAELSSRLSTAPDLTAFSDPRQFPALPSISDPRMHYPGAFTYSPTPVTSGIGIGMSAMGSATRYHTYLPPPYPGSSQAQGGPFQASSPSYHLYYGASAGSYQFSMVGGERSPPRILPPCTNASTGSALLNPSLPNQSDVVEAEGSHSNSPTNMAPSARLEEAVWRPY
Target sequence (Q13951 whole entry, looked up): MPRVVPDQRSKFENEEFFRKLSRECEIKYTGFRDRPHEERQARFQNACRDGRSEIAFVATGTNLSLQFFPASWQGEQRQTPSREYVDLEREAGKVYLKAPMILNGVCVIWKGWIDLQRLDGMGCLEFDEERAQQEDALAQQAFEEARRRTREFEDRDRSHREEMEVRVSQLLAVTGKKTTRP
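Interaction loss through any mechanism counts as activity. Pre-formed complex of His-CBF-beta and biotin-RUNX1 (30 nM apiece) is incubated with compound 15 min, then with 50 ng nickel and 50 ng streptavidin beads for 90 min before AlphaScreen detection.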
LMNA splice mod: LMNA splicing modulation; HeLa LMNA splicing GFP/RFP minigene ratio, 48 h; Potency, µM (series often up to 46.1 µM), without a hit: top-dose ratio change, negative = inhibition, most hits filed as inhibitors; hit rate 0.01% among 200,000; AID 1487; active means well fitted inhibition curve with a large enough effect in the signal ratio, with a control signal flat, not every such curve was filed as active; inconclusive means small, poorly fitted or top-dose-only effect, or effect the other way, or a change in a side signal; the % refers to the signal ratio; further: potency means the concentration at half of the fitted maximal effect; on the % scale 0 is the no-effect control and ±100 the full control effect
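Read-out is the ratio of GFP to DsRed2 object intensity, acquired by 488 nm laser-scanning cytometry on HeLa lamin A-EGFP minigene reporter cells. Compound incubation 48 hrs at 37 °C in Opti-MEM with 2% FBS; DMSO 0.5% final.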
IMPase Li inh: IMPase inhibition in cells with lithium potentiation; CHO-M1 cells, IP1 TR-FRET (IP-One), carbachol + lithium; Potency, µM (titrated, usually from 59.4 µM), without a hit: top-dose activity, negative = IMPase inhibition, hits mostly inhibitors; hit rate 0.35% among 210,000; AID 1457;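 further: IP1 builds up when IMPase is blocked and the TR-FRET signal falls; potency means the concentration at half of the fitted maximal effect; plate controls were basal vehicle for no effect and high inhibitor control for full effect; nearly all actives have a fitted effect of over 50% in size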
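Concentration–response in CHO-M1 cells, lithium-potentiated; 30 min at 37C. IP1 detected by competitive TR-FRET after 10 min lysis at RT. Hill-fitted AC50.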
HttQ103 aggreg: reduces HttQ103-GFP aggregates in PC12 cells; PC12 HttQ103-GFP aggregates, Acumen cytometry, 40 h; Potency, µM (top dose mostly 46.1 µM), for inactives: at the highest dose activity change, negative = inhibition, most hits filed as inhibitors; hit rate 1.1% among 220,000; AID 1688; further: potency means the concentration at half of the fitted maximal effect; on the % scale 0 is the no-effect control and ±100 the full control effect; nearly all actives have a fitted effect of over 60% in size
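Steps: seed 1500 PC12 HTTQ103-GFP cells/well; add tebufenozide, 100 nM final; add compound titration; add ATPLite reagent; quantify GFP aggregates by laser scanning cytometry.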
Luc counter: blocks Kinase-Glo luciferase, a counter-screen artifact; Kinase-Glo luciferase, ATP luminescence, 8 min; Potency, µM (titrated, usually from 38.3 µM), for inactives: at the highest dose activity change, negative = inhibition, usual class: inhibitors; hit rate 0.28% among 200,000; AID 1379; further: potency means the concentration at half of the fitted maximal effect; on the % scale 0 is the no-effect control and ±100 the full control effect; nearly all actives have a fitted effect of over 60% in size
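Light output from Kinase-Glo luciferase with luciferin and 10 uM ATP in 50 mM imidazole pH 7.2, KCl, MgCl2, Tween 20, BSA; compound pin-delivered, 8-min ambient incubation, then luminescence read.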
* = called active by the depositor; ? = inconclusive; · = not tested or not shown; [ ] = dose if it differs, or a comment. Unless noted, the call rests on the fitted dose curve; in most records, active means well fitted curve in the direction sought with a large enough effect; inconclusive means small, poorly fitted or top-dose-only effect, or another doubt; inactive means no such curve, though single readings can be large; an effect the other way counts as inactive or inconclusive.

SMILES	HTT ATP protect	SMN2 splice up	CBFb-RUNX1 inh	LMNA splice mod	IMPase Li inh	HttQ103 aggreg	Luc counter
Cc1cc(Br)cc(C)c1OCC(=O)NNC(=O)CCC(=O)NCc1ccccc1	-25%	-58%[inhibitor]	-1%	·	10%	7%	-1%
Cc1nnsc1-c1nnc(SCC(=O)c2ccc(C#N)cc2)n1C1CC1	12%[10 µM]	·	0%	·	·	13%[9.22 µM]	·
Cn1cc(/C=N/n2cnc3sc4c(c3c2=O)CCCC4)c2ccccc21	-5%	4%	-2%	1%	2%[38.3 µM]	14%	-6%
O=C(COC(=O)c1ccco1)NC1CCCCC1	-14%[10 µM]	6%	-1%	2%	-11%[38.3 µM]	9%	-3%
COc1ccc(S(=O)(=O)N(CCc2ccccc2)CC(=O)O)cc1C	4%[10 µM]	11%	2%	17%	-1%[38.3 µM]	-9%	-2%
COc1ccc(COC(=O)N/N=C(\C)CC(=O)NCc2ccc(Cl)cc2)cc1	-10%	-31%[inhibitor]	5%	·	1%	-4%	3%
C[N+]1(CCN2C(=O)C3CC=C(Cl)CC3C2=O)CCOCC1 (configuration not stated)	-10%	·	4%	7%	·	-3%	·
O=C(COc1ccc(Cl)cc1)Nc1nnc(-c2ccco2)o1	-6%	-3%	-20%	16%[46 µM]	-3%	-18%	0%
COc1ccc2oc(=O)c(N3C(=O)c4ccccc4C3=O)cc2c1	-13%[10 µM]	·	0%	·	·	17%[9.22 µM]	·
O=C(NCc1ccco1)c1ccc(Cn2c(=O)c3sccc3n(Cc3ccc(F)cc3)c2=O)cc1	-43%[inhibitor]	-15%	13%	-6%	4%[38.3 µM]	4%	-4%
Cc1cc(C)n(C(=O)c2ccc(S(=O)(=O)N3CCOCC3)cc2)n1	1%	9%	5%	4%	20%[38.3 µM]	7%	22%
CCOc1ccc(N2C(=O)C3ON(C)C(c4ccc([N+](=O)[O-])cc4)C3C2=O)cc1 (configuration not stated)	11%[10 µM]	·	10%	·	·	-23%[9.22 µM]	·
Cc1cc(C)n(-c2cc(N3CCN(C(=O)c4ccc(C(C)(C)C)cc4)CC3)ccc2[N+](=O)[O-])n1	-65%[inhibitor]	-64%[inhibitor]	-24%	?	-13%[38.3 µM]	-27%	1%
Cc1cc(C(=O)Nc2cccnc2)no1	-6%[10 µM]	4%	-1%	-7%	-4%	-19%	0%
CCN(CC)c1ccc(/C=N/NC(=O)CC(C)C)cc1	21%[10 µM]	·	-4%	26%[46 µM]	7%	21%[9.22 µM]	0%
COc1ccccc1C1CC(c2ccc(Cl)cc2Cl)Nc2nc(N)nn21 (configuration not stated)	5%	17%	-7%	-4%	17%[38.3 µM]	-6%	3%
CCCCCc1ccc(CC(=O)Nn2c(C)nc3ccccc3c2=O)cc1	-6%	-26%	3%	?	41%[activator][38.3 µM]	?	-3%
Cc1ccc(C)c(NS(=O)(=O)c2c(C)ccc3nsnc23)c1	4%	2%	-14%	?	7%[38.3 µM]	32%	-4%
Cc1cc(C)cc(NC(=O)COC(=O)CCCC2=NS(=O)(=O)c3ccccc3N2)c1	-9%	-14%	-1%	·	-2%	-10%	0%
C[N+](C)(C)CCOc1ccc([N+](=O)[O-])cc1	?	-3%	3%	·	-2%	18%	6%
COC(=O)CC(N)c1ccc(Br)cc1 (configuration not stated)	-18%	-3%	18%	·	0%	9%	-1%
Cc1cc(NC(=O)CN(C)CCOc2ccccc2)ccc1Br	-13%	-3%	16%	0%[46 µM]	-4%	-22%	-3%
CSc1ccc(Cl)c(C(=O)NCCOc2cc(C)ccc2C(C)C)c1	11%	-26%	15%	9%	11%[38.3 µM]	22%	3%
O=C(CNC1CCCCC1)N1CCc2ccccc2C1	6%	-14%	-12%	-10%	52%[activator][38.3 µM]	22%	-3%
N#CC1=C(SCc2ccccc2)NC(=O)CC1c1ccc(O)cc1 (configuration not stated)	4%	-13%	22%	1%	13%[38.3 µM]	-10%	0%

Following part.
SMILES	HTT ATP protect	SMN2 splice up	CBFb-RUNX1 inh	LMNA splice mod	IMPase Li inh	HttQ103 aggreg	Luc counter
CCn1c(SCC(=O)N2CCCC2)nc2ccccc2c1=O	1%[10 µM]	-5%	5%	-8%	14%[38.3 µM]	3%	0%
Cn1c(C(=O)NCC2CCCO2)cc2c(=O)[nH]c3ccccc3c21 (configuration not stated)	1%[10 µM]	6%	3%	-1%	5%	-5%	1%
Cc1cc(/C=C(\C#N)C(=O)O)c(C)n1CC(C)C	-11%[10 µM]	·	-5%	-12%	·	-3%	·
CCOC(=O)c1sc(NC(=O)CCN2CCN(CC)CC2)c(C(=O)OCC)c1C	-9%	0%	4%	?	14%	-1%	0%
CCOc1ccc(C(=O)NCC(=O)OC2CCOC2=O)cc1OCC (configuration not stated)	6%	-46%	-8%	-6%	16%[38.3 µM]	25%	24%
O=S(=O)(c1ccccc1)c1nc(-c2ccccc2)oc1N1CCCC1	-9%	-16%	4%	·	2%	5%	-2%
OC(COc1ccc2ccccc2c1)Cn1cncn1 (configuration not stated)	-8%[10 µM]	10%	0%	-8%	-11%	-9%	0%
CCOC(=O)c1cc(NC(=O)Nc2ccccc2OC)c(C)nc1C	-3%	9%	-1%	-3%	4%[38.3 µM]	5%	-3%
Cc1ccc(NC(=O)C(=O)c2c(-c3ccccc3)cc3ccccn23)cc1S(=O)(=O)N1CCOCC1	-62%[inhibitor][10 µM]	-24%	-19%	?	17%[38.3 µM]	?	-1%
O=C(NCCSCc1ccco1)Nc1cc(Cl)cc(Cl)c1	-2%[10 µM]	·	10%	·	·	-4%[9.22 µM]	·
CCOc1ccc(/C(CCC(=O)O)=N/NC(=S)NC(C)C)cc1	·	12%	-1%	·	-6%	0%	-1%
CC(C)=N/N=C(\c1cccc([N+](=O)[O-])c1)C12CN3CN(CN(C3)C1)C2	40%[10 µM]	0%	-8%	1%	17%	3%	-4%
C=CCNS(=O)(=O)c1ccc2c(c1)n(C)c(=O)n2C	8%	-12%	3%	·	-9%	0%	-1%
O=C(NCCN1CCOCC1)c1cc(-c2ccc(Br)cc2)on1	-16%	-14%	1%	2%	-1%[38.3 µM]	26%	1%
O=C(OCC(=O)N1CCN(C(=O)c2ccco2)CC1)c1ccccc1OCc1ccccc1	-18%	-7%	4%	?	-6%[38.3 µM]	3%	-3%
CCN(CC)CCNc1nc(-c2ccco2)c2c(c1C#N)CC(C)(C)OC2	0%	-25%	4%	4%	14%[38.3 µM]	-1%	9%
O=C(COC(=O)c1ccc(Cl)c(S(=O)(=O)N2CCN(c3ccc(F)cc3)CC2)c1)Nc1cccc(Cl)c1	22%[10 µM]	10%	-10%	5%	5%	-13%	0%
COc1cc(OC)cc(C(=O)NCc2nc(-c3ccccc3)no2)c1	7%	1%	3%	-11%	26%[38.3 µM]	-25%	2%
COc1ccc2c(CC(=O)OCC(=O)Nc3ccc(S(N)(=O)=O)cc3)coc2c1	2%[10 µM]	·	6%	·	·	-15%[9.22 µM]	·
O=C(O)c1ccccc1C(=O)NCC(O)COCC1CC=CCC1 (configuration not stated)	-3%	4%	-4%	2%	2%[38.3 µM]	7%	1%
C=CCn1c(=N)n(CC(=O)c2ccc(Br)s2)c2ccccc21	-18%[10 µM]	-15%	0%	-8%	2%	-15%	3%
COc1ccccc1-c1nnc(NC(=O)c2ccc3c(c2)OCO3)s1	-18%	?	6%	?	-7%	8%[9.22 µM]	-2%
O=C(NC(=S)N1CCCCC1)c1cccs1	22%[0.074 µM]	6%	8%	0%	3%	-2%	-1%
CCN(CC)S(=O)(=O)c1ccc(F)c(C(=O)NCCC(C)C)c1	·	-17%	7%	-6%	0%	?	-1%
Nc1nsc2ccccc12	41%[10 µM]	-7%	1%	-17%	0%	-7%	-2%

The list goes on.
SMILES	HTT ATP protect	SMN2 splice up	CBFb-RUNX1 inh	LMNA splice mod	IMPase Li inh	HttQ103 aggreg	Luc counter
CNC(=O)c1c(NC(=O)c2ccc(N3C(=O)CCC3=O)cc2)sc2c1CCCC2	-8%[10 µM]	·	14%	·	-3%	-15%[9.22 µM]	·
Cc1nc2cnc(Oc3ccccc3)nc2n(C2CC2)c1=O	-36%[inhibitor]	·	·	0%	-3%	·	·
c1ccc(-n2ncc3c(N4CCN(c5ccccn5)CC4)nc(N4CCCCC4)nc32)cc1	6%	26%	4%	-4%	20%[38.3 µM]	5%	2%
Cc1cc(C)n2nc(S(=O)(=O)NC3CCCCC3)nc2n1	-11%	-2%	1%	-6%	3%[38.3 µM]	-16%	5%
CCOC(=O)Cn1nnnc1C(CC)N(Cc1ccccc1)Cc1cc2cc(C)ccc2[nH]c1=O (configuration not stated)	-3%	-4%	-4%	-2%	9%[38.3 µM]	-13%[9.22 µM]	7%
Cc1nc(NC(=O)c2cccc(Cl)c2)sc1-c1csc(Nc2cccc(Cl)c2)n1	-11%	-12%	2%	20%	4%[38.3 µM]	-7%	-4%

In the list so far, these have an NH in an aromatic ring:
SMILES	HTT ATP protect	SMN2 splice up	CBFb-RUNX1 inh	LMNA splice mod	IMPase Li inh	HttQ103 aggreg	Luc counter
Cn1c(C(=O)NCC2CCCO2)cc2c(=O)[nH]c3ccccc3c21 (configuration not stated)	1%[10 µM]	6%	3%	-1%	5%	-5%	1%
CCOC(=O)Cn1nnnc1C(CC)N(Cc1ccccc1)Cc1cc2cc(C)ccc2[nH]c1=O (configuration not stated)	-3%	-4%	-4%	-2%	9%[38.3 µM]	-13%[9.22 µM]	7%

Molecules listed so far with bromine:
SMILES	HTT ATP protect	SMN2 splice up	CBFb-RUNX1 inh	LMNA splice mod	IMPase Li inh	HttQ103 aggreg	Luc counter
Cc1cc(Br)cc(C)c1OCC(=O)NNC(=O)CCC(=O)NCc1ccccc1	-25%	-58%[inhibitor]	-1%	·	10%	7%	-1%
COC(=O)CC(N)c1ccc(Br)cc1 (configuration not stated)	-18%	-3%	18%	·	0%	9%	-1%
Cc1cc(NC(=O)CN(C)CCOc2ccccc2)ccc1Br	-13%	-3%	16%	0%[46 µM]	-4%	-22%	-3%
O=C(NCCN1CCOCC1)c1cc(-c2ccc(Br)cc2)on1	-16%	-14%	1%	2%	-1%[38.3 µM]	26%	1%
C=CCn1c(=N)n(CC(=O)c2ccc(Br)s2)c2ccccc21	-18%[10 µM]	-15%	0%	-8%	2%	-15%	3%
